Screens from PubChem.
PLC-gamma1 inh: PLC-gamma1 enzyme inhibitors, primary screen, biochemical, fluorescence, purified enzyme; 1-phosphatidylinositol 4,5-bisphosphate phosphodiesterase gamma-1 (Homo sapiens), P19174; fluorogenic substrate; inhibition, % at 12.2 µM; hit rate 0.84% among 370,000; AID 720700, 2013; in the data active means inhibition above about 9.5%
TDP2 inh: human TDP2 enzyme inhibitors, primary screen, biochemical, epi absorbance, recombinant enzyme | hit rate 0.34% among 370,000 | inhibition, % at 12.8 µM | AID 720702, 2013 | T5PNP hydrolysis, p-nitrophenol absorbance 415 nm | Tyrosyl-DNA phosphodiesterase 2 (Homo sapiens), O95551;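 active means inhibition above the mean of all tested compounds plus 3 SD, set per campaign, cut at about 25% in these data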;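 further: 0% = DMSO with enzyme and 100% = buffer with substrate but no TDP2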
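Assay system: recombinant human TDP2 / Reagent: T5PNP substrate at 5 mM, a TopII-DNA adduct mimic / Measured by: epi absorbance from released p-nitrophenol / Evaluation: % inhibition relative to enzyme-containing and enzyme-free wells / Control set: enzyme-free and DMSO wells / Replicates: each compound tested once, singlicate / Schedule: enzyme reaction with compound for 2 h at 37 °C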
SIAE inh: human SIAE inhibitors, primary screen, biochemical, fluorescence polarization, FP-Rh probe, 1536-well HTS | Sialate O-acetylesterase (Homo sapiens), Q9HAT2 | SIAE FP-Rh probe binding | inhibition, % at 9.66 µM | hit rate 0.69% among 370,000 | AID 1053197, 2014;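 active means inhibition above a cutoff: mean of compounds within the control limits plus 3 SD of those, cut at about 17% in these data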;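 further: 0% = plate median of compound wells and 100% = probe without SIAE protein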
ADAM10 inh: human ADAM10 inhibitors, primary screen, biochemical, QFRET, HTS | Disintegrin and metalloproteinase domain-containing protein 10 (Homo sapiens), O14672 | recombinant ADAM10, EDANS/DABCYL FRET peptide cleavage, 3 h | inhibition, % at 7 µM | hit rate 0.62% among 370,000 | AID 720582, 2013;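 active means inhibition above a per-campaign cutoff equal to the mean of compounds falling between control-based bounds plus 3 SD, cut at about 20% in these data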;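 further: 0% = DMSO wells while the 100% control is not disclosed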
Tn6 DDE FP: inhibitors of Tn6 peptide binding to fibrin DD(E), primary screen, biochemical, fluorescence polarization, human fibrin, Tn6 probe; Fibrinogen beta chain (Homo sapiens), P02675; Fibrin DD(E) TRITC-Tn6 fluorescence polarization displacement; inhibition, % at 8.3 µM; hit rate 0.21% among 370,000;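 active means inhibition above a per-campaign cutoff: mean of compounds within control limits plus 3 SD, cut at about 15% in these data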;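 further: 0% = median of all compound wells on the plate and 100% = blocking peptide control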
ASAP1 inh: inhibitors of human ASAP1 ArfGAP activity, primary screen, biochemical, fluorescence polarization. AID 624377, 2012. hit rate 0.19% among 360,000. inhibition, % at 16.5 µM. ASAP1-stimulated ARF1 GTP hydrolysis, GDP FP detection; in the data active means inhibition above about 25%;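 further: 0% = vehicle with enzyme and substrate and 100% = no enzyme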
DDE Tn7 FP inh: inhibitors of Tn7 peptide binding to fibrin DD(E), primary screen, biochemical, fluorescence polarization, human fibrin, Tn7 probe; Fibrinogen beta chain (Homo sapiens), P02675; FP displacement of FITC-Tn7 peptide from fibrin DD(E); 0% = median of compound wells per plate; inhibition, % at 8.3 µM; hit rate 0.13% among 370,000;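 active means inhibition above the mean of compounds falling within the control limits plus 3 SD of them, cut at about 14% in these data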;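 further: 0% = plate median of compound wells and 100% = 10 µM Aha-Tn7 peptide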
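Assay system: human fibrin DD(E) protein / Input: 2 µM fibrin DD(E) / Benchmarks: high control of 10 µM Aha-Tn7 peptide / Measured by: fluorescence polarization of the labelled Tn7 tracer / Medium: Tris buffer with calcium and detergent, pH 7.8 / Timing: 10 min compound pre-incubation, 3 h probe incubation at room temperature / Repeats: one replicate per compound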
PLCb3 inh: human PLC-beta3 inhibitors, primary screen, biochemical, fluorescence. 1-phosphatidylinositol 4,5-bisphosphate phosphodiesterase beta-3 (Homo sapiens), Q01970. Purified PLC-beta3, fluorogenic substrate. inhibition, % at 12.2 µM. hit rate 0.18% among 370,000; in the data active means inhibition above about 11%;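 further: 0% = median of compound wells on plate and 100% = full blocker control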
ARFGAP1 inhibitor: inhibitors of rat ARFGAP1 GAP activity, primary screen, biochemical, fluorescence polarization, GDP tracer. ADP-ribosylation factor GTPase-activating protein 1 (Rattus norvegicus), Q62848. Arfgap1-stimulated ARF1 GTP hydrolysis, GDP FP detection. inhibition, % at 16.5 µM. hit rate 0.26% among 360,000;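 active means inhibition above a per-plate limit, mean inhibition of low control wells plus 3 SD, cut at about 25% in these data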;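 further: 0% = DMSO wells with enzyme and 100% = wells lacking Arfgap1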
Target sequence (Q62848 1-136 limits assumed): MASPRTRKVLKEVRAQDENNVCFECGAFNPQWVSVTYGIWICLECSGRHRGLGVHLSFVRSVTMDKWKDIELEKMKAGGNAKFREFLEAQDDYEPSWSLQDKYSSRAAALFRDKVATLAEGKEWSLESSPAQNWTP
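Replicates: Single well per compound | Assay system: Truncated rat Arfgap1 GAP domain | Control set: No-Arfgap1 wells (100%) versus DMSO full-reaction wells (0%) | Times: Enzyme reaction 120 min at 25 °C after 20 min preincubation | Reagent: Human ARF1(Δ1-17)-GTP substrate | Measured by: Tracer-displacement fluorescence polarization with EDTA stop, 620/688 nm | Measure: Percent inhibition of Arfgap1-stimulated GTP hydrolysis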
ADAM17 inh: ADAM17 inhibitors, primary screen, biochemical, QFRET; inhibition, % at 6.95 µM; hit rate 0.83% among 370,000; Disintegrin and metalloproteinase domain-containing protein 17 (Homo sapiens), P78536; recombinant ADAM17, EDANS/DABCYL FRET peptide cleavage;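 active means inhibition above the mean of compounds lying between control limits plus 3 SD, set per campaign, cut at about 8.5% in these data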;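 further: 0% = DMSO-only wells as the low control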
Target sequence (P78536 215-824 limits assumed): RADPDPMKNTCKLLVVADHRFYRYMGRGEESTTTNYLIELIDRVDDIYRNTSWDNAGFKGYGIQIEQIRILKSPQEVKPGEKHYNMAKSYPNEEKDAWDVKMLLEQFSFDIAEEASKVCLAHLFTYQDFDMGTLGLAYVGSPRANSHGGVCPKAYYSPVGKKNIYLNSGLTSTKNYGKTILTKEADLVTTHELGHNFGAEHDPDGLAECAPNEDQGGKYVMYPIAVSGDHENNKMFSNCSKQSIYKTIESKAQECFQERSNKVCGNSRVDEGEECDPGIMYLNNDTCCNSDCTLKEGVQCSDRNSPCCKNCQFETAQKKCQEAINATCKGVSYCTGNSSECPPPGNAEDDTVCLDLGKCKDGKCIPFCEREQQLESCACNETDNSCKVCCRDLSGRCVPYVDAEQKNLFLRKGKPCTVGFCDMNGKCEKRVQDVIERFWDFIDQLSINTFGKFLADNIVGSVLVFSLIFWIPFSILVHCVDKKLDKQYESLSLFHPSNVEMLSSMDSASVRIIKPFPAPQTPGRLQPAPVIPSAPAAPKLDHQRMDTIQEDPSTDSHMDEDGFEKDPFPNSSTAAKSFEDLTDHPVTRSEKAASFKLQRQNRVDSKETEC
Numbers without * were called inactive; nt = no result given. Not a hit list. Share with any hit: about 3.6%.

SMILES	PLC-gamma1 inh	TDP2 inh	SIAE inh	ADAM10 inh	Tn6 DDE FP	ASAP1 inh	DDE Tn7 FP inh	PLCb3 inh	ARFGAP1 inhibitor	ADAM17 inh
CC(=O)c1ccc(OCc2cc(C(=O)N3CCC(Oc4ccccc4C)CC3)no2)cc1	-2	4	-3	-3	-1	23	-5	-8	19	1
CCC(C(=O)NC1CCCC1)n1nc(C)n2c(cc3occc32)c1=O (stereo not drawn)	-6	-4	-3	-19	0	0	2	-14	5	-6
CCOC(=O)C1=C(C)N(C[C@@H]2CC[C@@H](Cc3ccc(-c4ccccc4)cc3)O2)C(=O)NC1c1ccc(Cl)cc1 (stereo partly drawn)	2	5	-5	-7	-4	-11	4	-1	7	-6
CCc1ccc(NC(=O)CCC(=O)c2ccc(C)cc2)cc1	1	-7	6	2	2	-4	-6	-5	14	1
Cc1cccc(C)c1NC(=S)N=Nc1c(O)n(C)c2ccc(S(=O)(=O)N3CCOCC3)cc12	-1	13	3	-3	-3	4	2	-3	6	-3
O=C(COC(=O)c1ccccc1NS(=O)(=O)c1cccs1)NCC12CC3CC(CC(C3)C1)C2	-14	-8	-6	-6	-1	11	-6	-20	-1	-1
Cc1cc(C2C(C#N)=C(N)Oc3n[nH]c(C)c32)c(C)s1 (stereo not drawn)	-3	13	6	-32	0	3	-9	-3	6	-11
CN(c1ccccc1)S(=O)(=O)c1cc(C(=O)OCC(N)=O)ccc1Cl	-2	6	-5	-7	-1	-11	-7	-3	6	-4
O=C(Nc1ccc(F)cc1F)c1ccc(S(=O)(=O)NCc2ccco2)cc1	-2	3	2	3	-1	14	1	1	-1	0
Cc1cccc(-n2nc(C)cc2N)c1	1	-1	-1	3	-9	-4	2	-4	6	-3
CCc1ccccc1Nc1nc2ccccc2n1C	3	4	-7	0	-9	-5	3	1	-2	-2
Cc1nnc(SCC(=O)N2CCCC2)n1-c1ccc(F)cc1	3	4	-3	0	2	-1	-4	-3	-6	1
O=C(Cc1ccc(Cl)c(Cl)c1)N1CCOCC1	3	-1	3	3	3	0	-1	-6	11	-1
CCn1c(SCC(=O)Nc2cc(Cl)ccc2OC)nnc1C1CC1	-2	6	-2	-10	4	3	2	-6	-5	1
COc1cccc(-n2c(SCC(N)=O)nc3c([nH]c4ccccc43)c2=O)c1	-1	3	6	-32	1	14	0	-1	-5	-10
CS(=O)(=O)N(CC(=O)N1CCN(Cc2ccc3c(c2)OCO3)CC1)c1ccc2c(c1)OCO2	-1	3	6	-5	0	7	-5	-2	3	-4
CCOc1ccc(C(=O)NC2CC(=O)N(c3ccc4c(c3)OCCO4)C2)cc1 (stereo not drawn)	1	9	-3	-1	-3	-1	-1	-5	4	0
O=C(OCC(=O)N(c1ccccc1)C1CCCCC1)c1ccc(CO)cc1	4	-4	-7	3	1	-6	7	5	-8	3
COc1ccc(CNC(=O)Cn2cnc3c(SC)nc(N)nc32)cc1	0	-2	0	-5	7	-5	-4	-8	-12	1
CCC1CCCCN1S(=O)(=O)c1ccc(NC(=O)c2ccncc2)cc1 (stereo not drawn)	4	6	-7	7	-4	-4	-3	-3	-2	-4
CC(=O)N1CCc2cc([N+](=O)[O-])ccc21	0	1	0	-6	1	0	8	2	-2	1
COc1cccc(NC(=O)CSc2nncn2-c2ccccn2)c1	4	5	3	-1	-1	13	-6	6	10	-3
CCC1=NN(C(=O)c2cccc(Br)c2)C(O)(c2ccc(Br)cc2)C1 (stereo not drawn)	-3	4	1	4	-2	4	-9	1	-2	0
COc1cccc(C(=O)NC2CCN(C(=O)N3CCCCC3)CC2)c1	7	8	-4	-5	3	2	-11	3	6	-1
COc1cc(/C=C/C(=O)O)cc(S(=O)(=O)NCCCC(=O)O)c1OC	-3	0	-5	-18	-1	-12	-3	2	-9	-5
CC(=O)c1ccccc1C(=O)N1CCCC(CNC(=O)c2ccc(F)cc2)C1 (stereo not drawn)	1	-4	-8	-6	5	5	-7	2	7	-1
Nc1nc(Cl)cc(NCCc2ccccc2)n1	-1	-6	-7	-3	2	12	-11	6	-1	-4
CCCCN(C(=O)C1CCC1)c1c(N)n(CC(C)C)c(=O)[nH]c1=O	0	-3	9	-7	-3	11	-3	-2	3	-3
CCOC(=O)N1CCN(c2c(-c3ccccc3)c3cc(Cl)ccc3[nH]c2=O)CC1	-12	-9	4	1	-3	6	2	-17	-8	-1
CC1(C)CNc2cc(N)ccc2S1	-37	38*	6	-14	-2	4	-3	-39	9	-7
C[C@H](NS(=O)(=O)c1ccccc1)C(=O)OCC(=O)NC(=O)Nc1ccc2c(c1)OCCO2	1	-1	-3	-3	1	14	-6	4	1	0
Cc1ccccc1OCC(=O)OCC(=O)NC12CC3CC(CC(C3)C1)C2	1	0	-6	-3	-1	-1	2	4	1	-2
Cc1ccc(N2C(=O)CC(Sc3ncn[nH]3)C2=O)cc1 (stereo not drawn)	0	-4	4	-3	1	5	8	4	-8	0
CCOC(=O)C1CCCN(C2CCN(Cc3nc(-c4ccccc4)no3)CC2)C1 (stereo not drawn)	1	10	6	1	-10	2	-2	0	7	1
COc1ccc(CNC(=O)CN(C(=O)CCC(=O)Nc2ccccn2)c2ccc3c(c2)OCO3)cc1	1	10	7	3	0	-17	-2	-9	-5	1
CCc1ccccc1NC(=O)CCNC(=O)Cn1ccc2ccccc2c1=O	4	12	0	-6	6	9	0	-2	-5	-1
COC(=O)C1=C(C)OC(N)=C(C#N)C1c1cc(C)sc1C (stereo not drawn)	3	-11	0	3	-4	-5	-5	-4	6	2
COc1ccc2c(c1)C(=O)N1[C@H]3c4cc(C)ccc4OC[C@@H]3[C@H](c3ccccc3)[C@]1(C)C(=O)N2	-10	2	-27	14	-5	11	7	-18	4	8.9*
O=C(CNCc1ccc(F)cc1)Nc1cc(S(=O)(=O)N2CCOCC2)ccc1Cl	1	5	1	-2	3	-8	1	3	-9	1
Cn1c(SCC(=O)N2CCCC2=O)nc2ccccc2c1=O	-2	-1	-5	2	-9	4	-6	3	0	0
O=C(Cn1c(=O)c2cccn2c2ccccc21)NCc1cccc(F)c1	0	-2	7	-7	-5	-6	-1	-11	-10	-1
O=C(/C=C/c1ccc(O)cc1)OCc1occc(=O)c1O[C@@H]1OC(CO)[C@@H](O)[C@H](O)[C@@H]1O (stereo partly drawn)	-1	5	7	-5	0	3	2	-3	-4	-7
CCCNC(=O)c1ccc2c(c1)ncn2-c1ccccc1OC	1	7	2	-2	4	-14	-4	3	4	-3
COc1ccc(N(CC(=O)Nc2ccccc2Cl)S(=O)(=O)c2ccc(C)cc2)cc1OC	1	4	-8	-2	-1	1	0	-4	-6	0
CCCOc1ccc(OCCNC2CCCC2)cc1	8	5	-2	9	-4	-5	-1	2	26*	2
Cc1ccc(S(=O)(=O)Nc2ccccc2F)cc1C(=O)NNC(=O)c1csc(N2CCOCC2)n1	3	2	1	2	0	14	5	-5	-4	-3
Cc1nc2ccc3nc(NC(=O)c4ccc5c(c4)OCCO5)sc3c2s1	-6	-5	-61	1	-2	3	-7	-20	-6	2
COc1ccc(C(CNC(=O)c2ccc(S(=O)(=O)N3CCCC3)cc2)N2CCOCC2)cc1 (stereo not drawn)	1	12	-3	-2	11	7	-2	-4	6	-7
CC(=O)N1CCN2C(=O)C1CCCC(=O)c1cc(C(C)C)ccc12 (stereo not drawn)	-3	-2	2	-11	-3	-9	-5	-2	0	-2
COc1ccccc1C(=O)NCCC(=O)NCC(C)(C)N1CCOCC1	-2	-2	7	-12	6	11	-3	-11	-4	-1
CN1C[C@@H]2C(c3ccccc3)C3(c4ccccc4)CC2(C3)[C@H]1c1ccccc1 (stereo partly drawn)	2	3	0	-1	7	3	8	-2	10	-5
CCCn1nnc(NC(=O)c2cccc(OCC(C)C)c2)n1	1	-3	-1	9	4	9	6	1	7	-1
Cn1c(COc2ccccc2)nnc1SCC(=O)Nc1ccc(N2CCOCC2)cc1	8	-14	0	2	3	7	-8	1	4	1
NC(=S)N/N=C1\CC(n2nnnc2-c2ccccc2)C2COC1O2 (stereo not drawn)	-3	-15	4	5	-1	-7	11	-9	0	-2
Fc1ccc(-c2cc(-c3nnc4sc(Cc5cccs5)nn34)[nH]n2)cc1	3	-4	-13	4	4	nt	0	5	nt	0
O=C(COc1ccccc1F)Nc1nc(-c2ccccn2)cs1	-7	0	-2	-4	0	-8	1	-20	-9	-2
O=C(CCSc1ccccc1)Nc1nnc(-c2ccccc2)o1	0	-8	-4	-1	-9	13	-3	2	17	2
COc1ccccc1N1CCN(C(=O)CN(c2ccc(C)c(C)c2)S(C)(=O)=O)CC1	-5	-2	0	-3	-4	2	-1	3	-1	-4
C=CCN=C1CC(C)(C)CC(=O)/C1=C(\O)c1ccccc1	2	-7	5	5	-9	-3	2	2	3	3
O=C(CCC1CCCC1)NNC(=O)c1cccc(Cl)c1	-1	8	4	1	-3	-8	6	-8	-1	-5

Three of the entries above in order of their number in PLCb3 inh, high to low:
SMILES	PLC-gamma1 inh	TDP2 inh	SIAE inh	ADAM10 inh	Tn6 DDE FP	ASAP1 inh	DDE Tn7 FP inh	PLCb3 inh	ARFGAP1 inhibitor	ADAM17 inh
C=CCN=C1CC(C)(C)CC(=O)/C1=C(\O)c1ccccc1	2	-7	5	5	-9	-3	2	2	3	3
O=C(Cn1c(=O)c2cccn2c2ccccc21)NCc1cccc(F)c1	0	-2	7	-7	-5	-6	-1	-11	-10	-1
O=C(COc1ccccc1F)Nc1nc(-c2ccccn2)cs1	-7	0	-2	-4	0	-8	1	-20	-9	-2
